# Screens from PubChem.
# CHRM1 agonist – agonists of human M1 muscarinic receptor; CHO-K1 hM1, Fluo-8 calcium fluorescence, agonist mode; 0% DMSO, 100% acetylcholine EC100; activation, % at 3 µM; 360,000 compounds, 0.33% hits; AID 588814;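 active means activation above the run's mean compound activation plus 3 SD, cut at about 16% in these data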;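 further: peak over basal fluorescence ratio within a 140 s kinetic read after compound addition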
# Target sequence (P11229 whole entry, looked up): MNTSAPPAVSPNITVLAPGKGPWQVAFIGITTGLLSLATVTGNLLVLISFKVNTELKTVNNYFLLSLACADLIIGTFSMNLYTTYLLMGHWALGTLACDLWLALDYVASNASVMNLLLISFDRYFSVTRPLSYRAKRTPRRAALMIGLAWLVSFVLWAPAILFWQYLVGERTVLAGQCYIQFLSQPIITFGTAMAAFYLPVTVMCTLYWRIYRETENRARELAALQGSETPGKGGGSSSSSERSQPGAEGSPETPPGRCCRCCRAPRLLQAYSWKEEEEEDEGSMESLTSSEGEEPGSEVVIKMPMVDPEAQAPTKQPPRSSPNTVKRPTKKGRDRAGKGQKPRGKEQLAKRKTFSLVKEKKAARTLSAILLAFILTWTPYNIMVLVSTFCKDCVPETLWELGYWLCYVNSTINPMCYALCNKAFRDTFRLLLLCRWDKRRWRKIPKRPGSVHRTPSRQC
# OXTR potentiator – human OXTR potentiation | CHO-OTR cells, Fluo-8 calcium fluorescence, potentiator mode; 0% = oxytocin EC15, 100% = EC100 | 320,000 compounds, 0.061% hits | activation, % at 3 µM;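 active means activation above that plate's cutoff, the mean activation of tested compounds plus 3 SD, cut at about 6.6% in these data, passing the limit was not always enough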;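 further: 100% uses oxytocin at 75 nM as the full agonist control; some results filed as inactive read as strong as hits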
# Target sequence (P30559 whole entry, looked up): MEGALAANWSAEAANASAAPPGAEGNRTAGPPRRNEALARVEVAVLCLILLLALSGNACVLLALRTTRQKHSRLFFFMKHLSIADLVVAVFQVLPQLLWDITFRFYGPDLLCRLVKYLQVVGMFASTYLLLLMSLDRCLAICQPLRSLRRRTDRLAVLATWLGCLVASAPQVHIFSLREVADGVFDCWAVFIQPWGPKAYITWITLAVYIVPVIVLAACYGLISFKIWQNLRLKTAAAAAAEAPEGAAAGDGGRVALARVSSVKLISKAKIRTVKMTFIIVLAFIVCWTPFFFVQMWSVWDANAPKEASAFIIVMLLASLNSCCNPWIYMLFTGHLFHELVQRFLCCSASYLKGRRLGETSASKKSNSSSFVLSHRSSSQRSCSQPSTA
#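 Dosing: Single dose, 3.0 µM nominal final compound concentration | Material: Human OTR in CHO cells | Technique: Kinetic Fluo-8 calcium fluorescence | Benchmarks: EC15 oxytocin alone as 0%, 75 nM oxytocin as 100% | Probe or stimulus: Oxytocin at about EC15, sub-maximal agonist stimulus | Incubation: Compound 6 min at room temperature before oxytocin, 100 s read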
# M1 PAM – human CHRM1 positive allosteric modulation; CHO-K1 hM1, Fluo-8 calcium fluorescence, ACh EC20; 0% = ACh EC20, 100% = maximal ACh; activation, % at 3 µM; 360,000 compounds, 0.088% hits; AID 588819; in the data active means activation above about 19%, passing the limit was not always enough
# CHO-K1 Ca antag – M1 antagonist counterscreen hit in parental CHO-K1 cells. ATP-induced calcium, Fluo-8 fluorescence. inhibition, % at 3 µM. 360,000 compounds, 0.6% hits. AID 602250;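 active means inhibition above a per-plate cutoff, the plate's mean sample inhibition plus 3 SD, cut at about 24% in these data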;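 further: 0% = DMSO plus EC80 ATP and 100% = DMSO alone without ATP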
# CHO parental Ca – counter-screen for OX1R antagonists: effect in parental CHO cells | parental CHO-K1, ATP-induced calcium, Fluo-8 fluorescence | inhibition, % at 5.6 µM | 330,000 compounds, 0.63% hits;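 active means inhibition above that plate's mean sample inhibition plus 3 SD, cut at about 26% in these data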;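 further: 0% = ATP-challenged DMSO wells and 100% = DMSO wells without ATP; some compounds past the cut are filed as inactive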
#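 test system = CHO parental line | reagent = ATP stimulus | measured by = intracellular calcium via Fluo-8 no-wash fluorescent dye | control set = ATP and no-ATP DMSO wells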
# M4 antag – antagonists of human muscarinic M4 receptor (CHRM4); 360,000 compounds, 0.73% hits; AID 624125; P08173; CHO-hM4 cells, ACh EC80, Fluo-8 calcium fluorescence; inhibition, % at 3 µM;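 active means inhibition above its plate's cutoff, the mean inhibition of sample wells plus 3 SD, cut at about 27% in these data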;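 further: 0% = acetylcholine EC80 with DMSO and 100% = DMSO without agonist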
# CHRM1 antagonist – blocks human M1 muscarinic receptor; P11229; CHO-K1 hM1, Fluo-8 calcium fluorescence, ACh EC80 antagonist; inhibition, % at 3 µM; 360,000 compounds, 1.3% hits;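 active means percent inhibition above its own plate's cutoff, namely the mean of that plate's compound wells plus 3 SD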;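 further: peak over basal fluorescence ratio during 140 s after agonist addition; 0% = ACh EC80 plus DMSO and 100% = DMSO alone without agonist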
# CHRM4 agonist – agonists of human muscarinic M4 receptor (CHRM4). P08173. CHO-K1 hM4/Gqi5, Fluo-8 calcium fluorescence; vehicle 0%, full acetylcholine response 100%. activation, % at 3 µM. 360,000 compounds, 0.14% hits;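 active means activation above the run mean over all test wells plus 3 SD, cut at about 32% in these data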;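 further: peak over basal fluorescence ratio per well then scaled between controls; 0% = DMSO wells and 100% = acetylcholine at EC100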
# M1 ag parental – counter-screen for M1 agonists: effect in parental CHO-K1 cells; Fluo-8 calcium fluorescence; scaled to maximal ATP response, vehicle zero; activation, % at 3 µM; 360,000 compounds, 0.48% hits; AID 602248; in the data active means activation above about 15%;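 further: untransfected CHO-K1 host cells lacking M1 receptor as counterscreen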
# * = called active by the depositor; / = no result given.
SMILES,CHRM1 agonist,OXTR potentiator,M1 PAM,CHO-K1 Ca antag,CHO parental Ca,M4 antag,CHRM1 antagonist,CHRM4 agonist,M1 ag parental
CN(c1ccc(C(=O)Nc2cccc([N+](=O)[O-])c2)cc1)S(C)(=O)=O,-2.0,-8.3,-0.6,-13.2,6.9,-11.4,5.4,6.8,1.8
CC(C)CN(C(=O)COC(=O)c1ccccc1Sc1ccccc1C#N)C1CCS(=O)(=O)C1 (stereo not given),-7.7,-2.6,7.8,-8.7,-13.3,2.4,-11.5,3.1,1.6
COc1ccc(CCNc2oc(-c3ccco3)nc2C#N)cc1,-1.9,-3.2,-5.8,-15.8,1.2,-8.3,-11.8,8.7,4.0
CCC(C)c1ccccc1NC(=O)COC(=O)C1=COCCO1 (stereo not given),-4.6,-4.5,10.8,-11.9,-7.5,1.4,-6.9,0.9,1.0
COc1cc(-c2cnc3c(NC(C)=O)cc(-c4ccc(N5CCN(C)CC5)cc4)cn23)cc(OC)c1OC,-4.1,/,7.9,-6.4,/,-10.2,-10.0,3.0,-0.2
Clc1ccccc1/C=C/c1ccnc2ccccc12,-3.6,-9.4,-2.2,-19.1,-38.6,5.7,-5.9,-2.0,1.4
CCN(CC)S(=O)(=O)c1ccc(NC(=O)[C@@H](NC(=O)c2cc(OC)cc(OC)c2)C(C)C)cc1,-14.1,-8.3,-8.4,2.9,-21.9,-1.7,-0.9,1.7,-0.5
CC(=O)NCCC(=O)N1CCCC(N(C)CCc2ccccc2)C1 (stereo not given),-9.2,-8.7,-20.5,0.8,-2.8,19.9,44.8*,-0.2,-0.3
Cc1cc(F)ccc1S(=O)(=O)N1CCCOC1CNC(=O)C(=O)NCc1ccco1 (stereo not given),-4.4,-5.0,11.4,-14.4,-18.6,-8.2,-14.9,0.5,0.7
Cc1c(C(=O)N/N=C/c2ccncc2)nnn1-c1nonc1N,2.2,/,13.2,12.6,/,-7.1,-12.8,0.6,3.0
COc1ccccc1CNC(=O)c1ccc2nc3[nH]c4ccccc4c3nc2c1,-7.7,-10.6,-8.0,-15.1,-18.2,-25.8,8.5,8.2,1.9
Cc1cccnc1C1=NOC(Cc2ccccc2)C(=O)N1Cc1ccccc1F (stereo not given),-4.4,/,2.0,-2.5,/,-12.6,-8.2,2.8,0.8
Clc1cccc(Oc2ncccn2)c1,-6.4,-8.1,-1.6,-2.2,-5.3,-6.1,0.3,5.7,1.5
COc1ccc(S(=O)(=O)N2CCCCCC2)cc1NC(=O)c1ccccc1,-2.8,-1.5,16.5,-8.1,-12.8,-8.6,-24.7,2.1,1.5
O=C(NCCCN1CCOCC1)c1ccccc1,-3.3,-3.6,14.9,1.4,-6.6,6.7,-24.1,0.2,0.2
CS(=O)(=O)N(CC(=O)NC1CCCC1)c1ccc2c(c1)OCCO2,-2.1,-2.0,-21.4,15.7,-3.8,8.0,34.8*,0.7,0.0
CCN1C(=O)[C@H]2[C@H]3CN=C(SCC(=O)c4ccccc4)N3[C@@](CC)(C(=O)OC)[C@H]2C1=O,-3.8,/,9.1,-4.1,-6.8,-1.1,-11.3,1.9,0.1
COc1ccccc1N1CCN(S(=O)(=O)c2c(C)[nH]c(C)c2C(=O)N2CCCCC2)CC1,-3.0,-2.2,0.2,-13.4,-20.9,-5.0,4.2,10.9,2.8
O=C(NCC(=O)N(Cc1ccco1)C(C(=O)NC1CCCC1)c1ccncc1)c1cccs1 (stereo not given),-3.5,-1.2,-5.7,11.8,-10.6,2.5,6.2,0.4,-0.3
COC(=O)c1ccc(CNC(=O)COC(=O)CNS(=O)(=O)c2ccc(C)cc2)cc1,-1.2,/,15.8,2.9,/,0.2,-23.6,-0.3,-0.4
CCN1CCN(C(=S)Nc2sc(C)c(-c3ccccc3)c2C(=O)OC)CC1,-1.8,-12.0,4.5,-10.4,-32.4,-4.9,-5.3,0.3,0.5
COc1ccc(C(C(=O)NC(C)(C)C)N(C(=O)CNC(=O)c2cccs2)c2ccc(C)cc2)cc1OC (stereo not given),-4.2,-0.8,7.9,-7.7,-16.2,-8.2,-12.1,1.1,0.1
Cc1cc(Cl)ccc1OCC(=O)Nc1cccnc1,-0.3,-4.7,9.6,-2.3,-11.9,8.4,-4.6,3.8,2.2
Cc1ccc(C(=O)NCCc2nnc3ccc(SCC(=O)Nc4cc(C)on4)nn23)cc1,-2.8,-0.9,10.8,3.4,-5.4,-2.0,-32.3,-0.2,0.0
C=CCn1c(CCc2cc(C(C)(C)C)c(O)c(C(C)(C)C)c2)n[nH]c1=S,-5.2,-10.1,4.2,-15.6,-41.1,0.0,-9.9,-2.3,0.5
NNC(=O)C(Cc1ccc(O)cc1)N1Cc2ccccc2C1=O (stereo not given),-1.0,-5.1,-2.5,-5.1,-5.9,-11.2,-0.6,5.1,1.4
COc1ccc(/C=C(\NC(=O)c2ccc(OC)c(OC)c2)C(=O)NCCc2c[nH]c3ccccc23)cc1,-0.1,-8.9,6.9,-0.6,-19.1,14.0,-7.6,1.1,0.4
Oc1c(C(c2ccco2)N2CCN(C(c3ccccc3)c3ccccc3)CC2)sc2ncnn12 (stereo not given),-11.1,-1.1,-9.6,-9.5,-15.9,-17.7,4.1,0.7,0.6
Cc1nn(-c2ccccc2)c(Cl)c1C(=O)NCC(C)c1ccccc1 (stereo not given),-6.5,-3.3,-12.0,-13.5,-16.7,11.8,20.0,-1.9,-1.1
CCCCn1c(N2CCC(Cc3ccccc3)CC2)nc2c1c(=O)[nH]c(=O)n2C,-3.1,-19.6,7.5,-6.5,-4.2,-6.2,-7.8,-2.4,-1.4
CC(C)c1ccc(NC(=O)Nc2nc(C(N)c3ccccc3)cs2)cc1 (stereo not given),8.9,/,6.8,-4.3,/,3.3,0.7,13.1,7.2
O=C(Nc1ccc(N2CCCC2)cc1)c1cccc(Cl)c1,-7.5,-12.7,5.0,-8.4,-2.8,2.0,-12.9,0.8,-0.2
COC(=O)c1ccc(N=Cc2c(-c3ccccc3)[nH][nH]c2=O)cc1,-6.8,4.6,1.0,-6.4,-2.2,-12.4,-4.7,2.4,0.4
O=C(c1ccc(S(=O)(=O)N2CCCC2)cc1)N1CCCCCC1,-6.1,-3.0,8.8,-14.4,-10.7,-3.1,-12.0,1.1,2.7
CCc1ccc2c(CN3CCN(Cc4ccccc4)CC3)cc(=O)oc2c1,-11.7,-8.4,-4.3,-9.5,-10.2,1.7,-5.5,0.1,-0.3
CCc1ccc(-c2nc(CS(=O)CC(=O)NCc3cccnc3)c(C)o2)cc1 (stereo not given),-2.2,-2.0,12.1,-10.4,-25.1,7.9,-22.0,0.5,-0.3
Cc1ccc(Cn2nnc(C(=O)Nc3cc(C)ccc3C)c2N)cc1,10.4,-8.8,5.7,-2.4,8.6,4.5,-0.3,5.0,1.7
Cc1cccc(N2CCN(C(=S)NCCc3ccccc3)CC2)c1C,-5.4,2.5,-2.4,0.8,-10.8,6.1,5.7,1.2,-0.2
COc1ccc(S(=O)(=O)NCc2ccncc2)cc1NC(=O)c1ccccc1C,-1.0,-9.4,2.0,1.1,-9.0,-8.0,-9.1,1.7,0.1
COC[C@@H]1CCCN1[C@@H]1CS(=O)(=O)N[C@H]1COCc1ccccc1,-7.0,/,3.7,5.2,/,-1.1,-4.0,0.3,0.6
Cc1ccc(S(=O)(=O)N2CCN(C(=O)COC(=O)c3c(C)noc3C)CC2)c(C)c1,-2.0,-4.0,1.9,-7.7,-5.9,2.1,-21.9,1.6,2.1
CC(=O)c1ccc(OCC(=O)N2CCN(S(=O)(=O)c3ccc(C)cc3C)CC2)cc1,-2.1,-11.1,-2.3,-12.3,-16.0,-1.5,0.9,8.8,8.7
CN(C)C(=O)c1ccc(NC(=O)CSc2nnc(-c3ccc4c(c3)OCO4)o2)cc1,-1.1,/,5.1,-9.6,/,-9.7,-16.5,0.2,2.6
COc1ccccc1NC(=S)N1CCN(C(=O)c2ccco2)CC1,-2.7,-1.4,3.2,-3.9,-19.1,19.5,2.0,0.7,0.2
CCOC(=O)c1csc(NC(=O)c2ccccc2)n1,-0.3,-10.3,-5.9,12.6,-4.9,-1.4,14.4,0.6,0.1
N#Cc1ccccc1Sc1ccccc1C(=O)OCC(=O)NC1CCS(=O)(=O)C1 (stereo not given),-9.3,-8.4,8.2,-18.2,-9.5,-8.4,-8.2,1.3,1.1
CCNC(=O)CN(c1ccc(OC)c(OC)c1)S(=O)(=O)c1ccccc1,-1.3,-5.1,11.4,-12.6,-7.8,-3.3,-32.5,0.4,0.7
O=C(O)CSc1ncnc2sc3c(c12)CCCC3,-4.2,-3.4,-0.1,-5.5,-5.9,9.6,0.5,0.3,1.6
Cc1onc(-c2ccccc2Cl)c1C(=O)Nc1ccc(-n2nncc2-c2ccco2)cc1,-11.6,-5.9,-19.0,-5.8,-10.3,20.7,17.5,11.4,3.5
COc1ccc(N(CC(=O)Nc2cccc(F)c2)S(=O)(=O)c2c(C)[nH]c(=O)[nH]c2=O)cc1,-0.5,-13.6,6.7,-14.4,-8.0,-2.8,-9.8,1.1,0.7
O=C(/C(=C/c1cccnc1)n1ccnc1)c1ccc(Cl)cc1Cl,-6.9,-10.1,3.6,-11.3,-28.8,-1.5,-1.9,1.7,1.3
O=C(COC(=O)c1ccc(Cl)cc1[N+](=O)[O-])NCc1ccco1,-0.4,-3.1,12.2,-8.6,-15.4,-6.0,-8.6,2.2,0.3
COc1cc2c(cc1NC(=S)NC(=O)/C=C/c1ccc(OC)c(OC)c1)oc1ccccc12,-3.8,/,15.3,-10.9,/,0.3,-7.1,1.1,-0.3
COc1ccc(-c2nc(NC(=O)C3CC(=O)N(c4ccc5c(c4)OCCO5)C3)sc2C)cc1 (stereo not given),-5.4,-3.0,1.3,2.9,-10.4,-9.8,-4.6,10.0,2.1
O=C(NCCCN1CCOCC1)c1cc2c(s1)-c1ccccc1OC2,-4.3,-11.5,0.9,-7.0,-12.8,1.1,18.2,1.5,0.9
O=C(C[C@@H]1C/C=C\C[C@@H](Cc2ccc(F)cc2)C(=O)OC[C@@H]2CCCN2C1=O)N[C@H](CO)Cc1ccccc1,-8.4,-5.4,9.4,-10.2,-1.4,-7.4,3.0,6.2,1.3
COc1ccc(C(=O)OCC(=O)NC2CC2)cc1,-3.5,/,4.5,0.0,/,-13.1,-4.1,0.1,-0.1
O=C(c1ccc2ccccc2n1)N1CCN(c2ccccc2Cl)CC1,-2.4,-4.7,11.2,5.7,-24.2,5.0,-6.8,3.4,0.8
O=C(c1snnc1-c1ccccc1)N1CCOCC1,-5.0,-9.7,8.7,-15.5,-4.2,-7.0,-10.7,1.4,0.6

# An unsorted share of the library. Share with any hit: about 2.9%.
